MBD2 inh: blocks human MBD2 binding to methylated DNA; Q9UBB5; TR-FRET, MBD2 binding to methylated oligonucleotide; inhibition, % at 4.4 µM; actives 0.31% (n = 370,000); AID 686964; in the data active means inhibition above about 13%
ASAP1 inh: inhibitors of human ASAP1 ArfGAP activity; Q9ULH1; actives 0.19% (n = 360,000); ASAP1-stimulated ARF1 GTP hydrolysis, GDP FP detection; inhibition, % at 16.5 µM; AID 624377; in the data active means inhibition above about 25%;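 further: 0% = vehicle with enzyme and substrate and 100% = no enzyme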
PLC-gamma1 inh: blocks human PLC-gamma1 enzyme activity | P19174 | actives 0.84% (n = 370,000) | purified PLC-gamma1, fluorogenic substrate, fluorescence | inhibition, % at 12.2 µM; in the data active means inhibition above about 9.5%
ADAM17 inh: ADAM17 inhibition, QFRET primary screen | P78536 | AID 720648 | recombinant ADAM17, EDANS/DABCYL FRET peptide cleavage | inhibition, % at 6.95 µM | actives 0.83% (n = 370,000);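 active means inhibition above the mean of compounds lying between control limits plus 3 SD, set per campaign, cut at about 8.5% in these data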;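 further: 0% = DMSO-only wells as the low control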
Target sequence (P78536 215-824 limits assumed): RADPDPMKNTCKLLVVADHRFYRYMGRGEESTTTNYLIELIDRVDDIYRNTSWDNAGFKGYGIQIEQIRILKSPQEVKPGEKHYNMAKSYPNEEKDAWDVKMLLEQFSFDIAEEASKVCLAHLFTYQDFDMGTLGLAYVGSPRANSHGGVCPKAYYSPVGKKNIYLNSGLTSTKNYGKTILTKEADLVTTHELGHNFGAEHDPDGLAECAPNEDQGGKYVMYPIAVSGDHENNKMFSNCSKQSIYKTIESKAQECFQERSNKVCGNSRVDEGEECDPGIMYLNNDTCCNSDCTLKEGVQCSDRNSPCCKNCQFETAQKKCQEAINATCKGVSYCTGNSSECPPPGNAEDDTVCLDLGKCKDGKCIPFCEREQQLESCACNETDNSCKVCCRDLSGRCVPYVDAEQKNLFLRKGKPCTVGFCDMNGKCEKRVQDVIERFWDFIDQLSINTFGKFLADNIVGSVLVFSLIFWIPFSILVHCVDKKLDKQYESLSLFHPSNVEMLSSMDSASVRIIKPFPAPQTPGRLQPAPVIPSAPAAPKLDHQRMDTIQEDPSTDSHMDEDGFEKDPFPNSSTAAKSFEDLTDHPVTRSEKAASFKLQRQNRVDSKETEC
Tn7 DDE FP: inhibitors of Tn7 peptide binding to human fibrin DD(E). P02675. inhibition, % at 8.3 µM. FP displacement of FITC-Tn7 peptide from fibrin DD(E); 0% = median of compound wells per plate. actives 0.13% (n = 370,000). AID 720508;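 active means inhibition above the mean of compounds falling within the control limits plus 3 SD of them, cut at about 14% in these data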;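 further: 0% = plate median of compound wells and 100% = 10 µM Aha-Tn7 peptide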
Target sequence (P02675 whole entry, looked up): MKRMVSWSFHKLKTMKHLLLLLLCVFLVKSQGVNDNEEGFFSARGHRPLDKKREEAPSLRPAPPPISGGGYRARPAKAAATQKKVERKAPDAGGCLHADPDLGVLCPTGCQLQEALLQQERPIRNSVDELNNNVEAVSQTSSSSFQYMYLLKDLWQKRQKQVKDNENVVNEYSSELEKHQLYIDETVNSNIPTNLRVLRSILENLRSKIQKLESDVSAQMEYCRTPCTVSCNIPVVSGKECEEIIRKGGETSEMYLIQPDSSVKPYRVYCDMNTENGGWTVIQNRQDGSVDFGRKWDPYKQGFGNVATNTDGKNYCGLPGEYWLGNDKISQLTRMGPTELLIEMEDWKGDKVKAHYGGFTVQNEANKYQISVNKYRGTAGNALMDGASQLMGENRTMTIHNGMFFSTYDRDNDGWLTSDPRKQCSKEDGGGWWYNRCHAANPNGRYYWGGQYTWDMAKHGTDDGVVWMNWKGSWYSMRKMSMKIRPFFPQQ
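Assay system: human fibrin DD(E) protein / Input: 2 µM fibrin DD(E) / Benchmarks: high control of 10 µM Aha-Tn7 peptide / Measured by: fluorescence polarization of the labelled Tn7 tracer / Medium: Tris buffer with calcium and detergent, pH 7.8 / Timing: 10 min compound pre-incubation, 3 h probe incubation at room temperature / Repeats: one replicate per compound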
ARFGAP1 inhibitor: rat ARFGAP1 inhibition. Q62848. Arfgap1-stimulated ARF1 GTP hydrolysis, GDP FP detection. AID 651572. actives 0.26% (n = 360,000). inhibition, % at 16.5 µM;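 active means inhibition above a per-plate limit, mean inhibition of low control wells plus 3 SD, cut at about 25% in these data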;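 further: 0% = DMSO wells with enzyme and 100% = wells lacking Arfgap1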
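Material – truncated rat Arfgap1 GAP domain · Buffer or medium – HEPES-based buffer, pH 7.5 · Reagent – human ARF1(Δ1-17)-GTP substrate · Dosing – 16.5 µM single point, 1.26% DMSO · Schedule – GTP hydrolysis reaction 2 h at 25 °C · Technique – GDP detection by fluorescence polarization · Benchmarks – No-Arfgap1 wells (100%) versus DMSO full-reaction wells (0%) · Repeats – single replicate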
proKLK7 act: activates the human kallikrein-7 zymogen; purified proKLK7, EDANS-DABCYL substrate fluorescence; 100% is mature enzyme control, 0% vehicle; activation, % at 7 µM; actives 0.9% (n = 370,000); AID 652039;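 active means activation above the mean of all tested compounds plus 3 SD, computed per campaign excluding outliers beyond control limits, cut at about 13% in these data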
PLCb3 inh: PLC-beta3 (human) inhibition, primary screen | Q01970 | Purified PLC-beta3, fluorogenic substrate, fluorescence | inhibition, % at 12.2 µM | actives 0.18% (n = 370,000); in the data active means inhibition above about 11%;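 further: 0% = median of compound wells on plate and 100% = full blocker control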
UHRF1 binding: UHRF1 methyl-DNA binding inhibition | actives 0.75% (n = 370,000) | inhibition, % at 4.4 µM | AID 687016 | Q96T88 | UHRF1 binding to methylated oligo, TR-FRET; in the data active means inhibition above about 21%;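 further: UHRF1 SRA domain binding a hemimethylated CpG hairpin DNA probe; 0% = median of test compound wells and 100% = reference inhibitor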
Tn6 DDE FP: DD(E)-Tn6 binding inhibition, primary FP screen; P02675; Fibrin DD(E) TRITC-Tn6 fluorescence polarization displacement; inhibition, % at 8.3 µM; actives 0.21% (n = 370,000); AID 720509;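 active means inhibition above a per-campaign cutoff: mean of compounds within control limits plus 3 SD, cut at about 15% in these data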;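 further: 0% = median of all compound wells on the plate and 100% = blocking peptide control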
Starred values were filed as active, the others as inactive; x = not tested or not shown. Random draw from the library. About 4.1% of those tested had a hit in this group.

1. CCCS(=O)(=O)NC(=O)C1(C)CCN(C(=O)c2cc(OC)c(OC)c(OC)c2)C1 (stereo unspecified)
2. COc1ccc2cc(CCNC(=O)c3ccc(S(=O)(=O)N4CCCC4)cc3)c(=O)[nH]c2c1
3. Cc1cc(C(=O)O[C@H]2CCC[C@]3(C(=O)N(Cc4ccccc4)c4ccccc43)[C@H]2NC(=O)CCc2ccccc2)no1
4. O=C(Cn1cnc2ccccc2c1=O)N1CCN(c2ccccc2)CC1
5. Cc1ccc(NC(=O)C2CC=CCC2C(=O)N2CCCCC2)cc1 (stereo unspecified)
6. COc1ccc([C@H]2C[C@@H](n3cc(COC(=O)c4ccccc4)nn3)[C@H](O)CN2C(=O)c2cccs2)cc1
7. COc1cc(CC(=O)OCC(=O)N(C)C2CCCCC2)cc(OC)c1OC
8. CCc1cc2cc(C)cc(C)c2nc1SCC(=O)N1CCCC1
screen / no.	1	2	3	4	5	6	7	8
MBD2 inh	6	-2	3	3	1	-4	1	-1
ASAP1 inh	13	13	x	-2	-15	7	0	-1
PLC-gamma1 inh	4	0	0	-2	1	2	-2	9
ADAM17 inh	-4	0	2	-6	-2	5	2	3
Tn7 DDE FP	0	-5	-10	-3	0	-4	-7	-2
ARFGAP1 inhibitor	6	-1	x	9	5	7	-4	-11
proKLK7 act	0.0	-0.1	0.6	0.1	0.1	0.6	0.5	0.6
PLCb3 inh	1	-4	0	0	3	4	-3	10
UHRF1 binding	-1	4	0	-2	1	-1	1	2
Tn6 DDE FP	4	0	-2	8	5	3	-3	7

9. COCC(=O)Nc1ccc2c(c1)C(=O)N(C)[C@@H]1CC[C@@H](CC(=O)OC)O[C@H]1CO2
10. CCOc1ccc(N(CC(=O)Nc2cc(Cl)ccc2C)S(C)(=O)=O)cc1
11. CC(C)Oc1cc(F)ccc1-c1cc(C(=O)NCc2ccccn2)[nH]n1
12. CCc1nc(SCC(=O)N2CCCCCC2)c2c(=O)n(C)c(=O)n(C)c2n1
13. Cc1ccc(S(=O)(=O)CCSc2ccc(C(F)(F)F)cn2)cc1
14. Cc1ccc(NC(=O)CN(C)C(=O)c2cc(-c3ccco3)nc3ccccc23)cc1
15. O=C(c1ccc(COc2ccccc2Cl)o1)N1CCCC1
16. COc1ccc(CCNS(=O)(=O)c2ccc(Br)cc2)cc1OC
screen / no.	9	10	11	12	13	14	15	16
MBD2 inh	0	6	1	-4	-2	5	-1	4
ASAP1 inh	x	2	6	8	-3	1	11	-1
PLC-gamma1 inh	-2	-4	-1	1	1	-186	0	-2
ADAM17 inh	-5	-2	-2	0	-5	-92	-2	-3
Tn7 DDE FP	2	8	3	-1	-5	-10	3	8
ARFGAP1 inhibitor	x	7	-6	0	-5	3	-4	7
proKLK7 act	0.1	0.2	-0.3	0.4	0.8	-4.5	0.1	0.2
PLCb3 inh	-2	-3	3	-1	-6	-187	-89	-6
UHRF1 binding	0	0	0	-1	-3	18	-3	0
Tn6 DDE FP	6	-8	-8	-4	5	-1	6	-3

17. CCOc1cc(/C=N/NC(=O)c2cccs2)cc([N+](=O)[O-])c1O
18. CCCNC(=O)C1(C)CCN(Cc2ccc(C(=O)OCC)cc2)C1 (stereo unspecified)
19. CC(=O)Oc1ccc(N(C(C)=O)S(=O)(=O)c2ccc3ccccc3c2)cc1
20. COc1ccccc1CNC(=O)C(CC(C)C)NC(=O)C1CCC(C)CC1 (stereo unspecified)
21. CCCc1c(C(=O)Nc2ccc(F)cc2C)cnn1-c1ccccc1
22. CCN1CCN(C(=O)CCc2nnc(CCCCc3ccccc3)o2)[C@@H](C)C1=O
23. O=C1CCc2cccc(O)c2N1
24. Cc1ccc(NC(=O)/C(C#N)=C/c2cn(CC(=O)NCc3ccco3)c3ccccc23)cc1C
screen / no.	17	18	19	20	21	22	23	24
MBD2 inh	-13	1	1	1	1	1	-2	3
ASAP1 inh	-7	-6	0	-9	-6	4	-2	14
PLC-gamma1 inh	3	1	1	2	-1	-2	-2	-2
ADAM17 inh	0	-2	1	-5	-1	-3	-1	-7
Tn7 DDE FP	1	-5	-9	-3	7	7	6	-1
ARFGAP1 inhibitor	-4	-2	-13	6	2	14	1	7
proKLK7 act	-0.1	0.0	0.2	0.0	-0.2	-0.2	-0.3	1.1
PLCb3 inh	-1	-1	-5	4	-6	2	-3	-1
UHRF1 binding	-6	0	-1	1	1	7	1	1
Tn6 DDE FP	3	3	2	4	3	12	-1	-2

25. Cc1nc(C#N)c(N/N=C/c2cccc(Cl)c2)o1
26. CC(=O)Nc1ccc2c(c1)C(C)(C)C(C)N2C (stereo unspecified)
27. O=[N+]([O-])c1ccc(S(=O)(=O)Nc2ccc(-c3ccc(N4CCOCC4)nn3)cc2)cc1
28. COc1cccc(NC(=O)C2COc3ccccc3O2)c1 (stereo unspecified)
29. CN(C)c1ccc(C(=O)NC2(N3CCC3=O)CCCC2)cc1
30. CCOc1ccc(NC(=O)c2cccc(S(=O)(=O)NCc3cccnc3)c2)cc1
31. Cn1c(=O)c2c(nc3n2CC(CO)O3)n(C)c1=O (stereo unspecified)
32. COc1ccc(OC)c(NC(=O)Cn2c(C)nc3ccccc3c2=O)c1
screen / no.	25	26	27	28	29	30	31	32
MBD2 inh	1	-4	-1	-5	4	-1	-4	-5
ASAP1 inh	2	-29	7	11	-7	4	-9	-9
PLC-gamma1 inh	-57	-5	6	0	-2	2	5	1
ADAM17 inh	-1	-1	2	-4	-5	0	1	-5
Tn7 DDE FP	1	-5	-5	-1	-2	-2	-3	-1
ARFGAP1 inhibitor	6	-21	3	0	1	2	-2	-4
proKLK7 act	-0.1	-0.5	0.1	0.2	-0.6	0.4	0.1	0.3
PLCb3 inh	-73	-4	1	-6	-3	4	0	-1
UHRF1 binding	-4	-12	-3	-1	31*	0	-2	0
Tn6 DDE FP	-6	22*	-2	0	-5	-1	-2	4

33. C=CCn1c(COc2ccc(C)cc2)nnc1SCC(=O)c1ccc(-c2ccccc2)cc1
34. O=C(NCC(c1cccs1)N1CCOCC1)c1cc(S(=O)(=O)N2CCOCC2)ccc1F (stereo unspecified)
35. CC1CCN(CC(=O)Nc2cc(C(F)(F)F)ccc2Cl)CC1
36. C=CCNCCOCCOc1ccc(C)cc1Br
37. Cc1ccc(-c2cc(C(F)F)n3ncc(C(=O)N4CCCc5ccccc54)c3n2)cc1
38. O=C(COC(=O)CNS(=O)(=O)/C=C/c1ccccc1)Nc1cccc2ccccc12
39. CCOc1ccc(OCC)c(S(=O)(=O)N2CCCCC2)c1
40. CC(C)c1ccc(Nc2nc(N3CCOCC3)nc(N3CCOCC3)n2)cc1
screen / no.	33	34	35	36	37	38	39	40
MBD2 inh	-1	0	-1	7	-1	2	3	3
ASAP1 inh	x	-11	7	-7	-5	-14	2	2
PLC-gamma1 inh	3	-4	-2	-1	0	3	3	1
ADAM17 inh	0	-3	2	-4	-1	-1	1	4
Tn7 DDE FP	0	5	4	2	-10	-12	0	-2
ARFGAP1 inhibitor	x	4	7	0	-3	4	2	-6
proKLK7 act	-0.3	-0.1	-0.6	-0.8	0.0	-0.1	0.3	0.6
PLCb3 inh	2	-2	0	1	1	0	3	2
UHRF1 binding	3	1	8	3	-1	5	0	5
Tn6 DDE FP	-3	7	-2	1	0	1	-4	-18

41. CCCCn1c(N)c(N(Cc2ccccc2OC)C(=O)C(C)Oc2cccc(Cl)c2)c(=O)[nH]c1=O (stereo unspecified)
42. N#CCCN(Cc1ccccc1)C(=O)c1nccnc1C(=O)O
43. CCCc1nc(SCc2cccnc2)c2c(=O)n(C)c(=O)n(C)c2n1
44. OCC1OC(c2ccc(OCc3ccccc3)cc2OCc2ccccc2)C(O)C1O (stereo unspecified)
45. CC(C)C(OC(=O)c1ccc(Cl)nc1)C(=O)NC1CCCCC1 (stereo unspecified)
46. N/C(=N\OS(=O)(=O)c1ccccc1)c1cccnc1
47. C[C@@H]1CN([C@H](C)CO)C(=O)c2cc(C#CC3CC3)cnc2O[C@H]1CN(C)S(C)(=O)=O
48. CC1CCCN(C(=O)CN(C)S(=O)(=O)c2cccc3nsnc23)C1 (stereo unspecified)
screen / no.	41	42	43	44	45	46	47	48
MBD2 inh	-3	4	3	-2	2	0	-1	0
ASAP1 inh	11	-9	11	-3	3	-7	-10	3
PLC-gamma1 inh	2	1	-1	2	1	6	0	6
ADAM17 inh	-1	-3	0	3	0	1	-1	-1
Tn7 DDE FP	3	-1	-7	-3	-6	-2	-4	5
ARFGAP1 inhibitor	5	6	-5	11	11	5	-14	10
proKLK7 act	-0.1	0.3	0.4	-0.6	0.2	0.4	-0.3	-0.3
PLCb3 inh	-2	-1	1	1	-2	3	2	-6
UHRF1 binding	4	2	-1	-1	0	-5	4	4
Tn6 DDE FP	0	7	3	-5	7	-6	4	-12

49. CC(CN1CCOCC1)OC(=O)/C=C/c1ccccc1 (stereo unspecified)
50. CCC(CCC(=O)Nc1cccc(C(=O)O)c1)C(=O)O (stereo unspecified)
51. COc1ccccc1/C=N/NC(=O)c1ccc(-c2ccccc2)cc1
52. CCN(CC)c1c([N+](=O)[O-])c(=O)n(C)c2ccccc12
53. CCOC(=O)c1c(N)c(C#N)nn1-c1ccccc1C(=O)OC
54. Nc1cc(-c2ccccc2)nn1Cc1ccc(Cl)cc1
55. Cc1cc(Oc2ccccc2)nc(-c2ccccc2O)n1
screen / no.	49	50	51	52	53	54	55
MBD2 inh	-3	-3	-5	4	0	-3	0
ASAP1 inh	0	-6	5	1	5	-16	10
PLC-gamma1 inh	1	-3	-4	-1	1	-7	0
ADAM17 inh	-1	-5	3	-2	-5	3	1
Tn7 DDE FP	6	8	4	5	2	3	4
ARFGAP1 inhibitor	-5	1	-14	-3	-1	-4	-13
proKLK7 act	0.0	-0.2	1.0	0.2	0.4	0.0	-0.8
PLCb3 inh	-1	0	-5	-2	-2	-9	-2
UHRF1 binding	-3	0	-3	1	0	-5	0
Tn6 DDE FP	7	0	3	-3	2	12	2

Some of the entries so far, as tab-separated lines.
nr	structure	MBD2 inh	ASAP1 inh	PLC-gamma1 inh	ADAM17 inh	Tn7 DDE FP	ARFGAP1 inhibitor	proKLK7 act	PLCb3 inh	UHRF1 binding	Tn6 DDE FP
55	Cc1cc(Oc2ccccc2)nc(-c2ccccc2O)n1	0	10	0	1	4	-13	-0.8	-2	0	2
53	CCOC(=O)c1c(N)c(C#N)nn1-c1ccccc1C(=O)OC	0	5	1	-5	2	-1	0.4	-2	0	2
50	CCC(CCC(=O)Nc1cccc(C(=O)O)c1)C(=O)O (stereo unspecified)	-3	-6	-3	-5	8	1	-0.2	0	0	0
49	CC(CN1CCOCC1)OC(=O)/C=C/c1ccccc1 (stereo unspecified)	-3	0	1	-1	6	-5	0.0	-1	-3	7
54	Nc1cc(-c2ccccc2)nn1Cc1ccc(Cl)cc1	-3	-16	-7	3	3	-4	0.0	-9	-5	12
52	CCN(CC)c1c([N+](=O)[O-])c(=O)n(C)c2ccccc12	4	1	-1	-2	5	-3	0.2	-2	1	-3
51	COc1ccccc1/C=N/NC(=O)c1ccc(-c2ccccc2)cc1	-5	5	-4	3	4	-14	1.0	-5	-3	3
